Assay outcomes deposited in PubChem BioAssay by several laboratories.
XIAP antagonists – XIAP antagonists, biochemical, IAP family, fluorescence polarization (AID 1018) | E3 ubiquitin-protein ligase XIAP (Homo sapiens) | XIAP BIR domain, fluorescence polarization peptide displacement; higher % means a stronger effect | one-dose displacement, % at 20 µM; IC50 in µM for titrated hits | 0.007% of 200,000 active; in the data active = displacement above about 50%; also: a part of the inactive calls stands beside numbers as strong as those of hits
Hep lipid drop – inhibitors of hepatocyte lipid droplet formation, primary screen, imaging, high-throughput imaging, BODIPY stain; AML12 mouse hepatocytes, oleate lipid droplets; inhibition, % at 6.5 µM; 0.4% of 240,000 active;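 active = lipid droplet intensity inhibited by at least 50%, with more than 500 cells counted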
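Test system: AML12 mouse liver cells; schedule: overnight exposure; technique: high-content imaging of BODIPY-stained droplets and DAPI nuclei; read-out: % inhibition of corrected integrated BODIPY droplet signal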
Dynein cargo inh – inhibitors of GR-EGFP nuclear translocation, primary screen, dynein cargo transport inhibitor project, imaging, high-content, 3617.4 mouse cells. test concentration mostly 20 µM; stimulated with dexamethasone, 1 µM; stronger effect = lower value. z-score, hits read low. AID 1381, 2008. 0.47% of 220,000 active;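 active = plate z-score of nuclear minus cytoplasmic receptor signal below a set negative limit, without overly bright fluorescence or cell loss, cut at about -3.5 in these data, passing the limit was not always enough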;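 also: z-score of nuclear minus cytoplasmic ring GR-EGFP intensity difference per well; some compounds called inactive have numbers as strong as hits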
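medium = tetracycline-free induction medium containing charcoal-stripped FBS | probe or stimulus = dexamethasone, 1.0 µM final | timing = 48 h induction, then 1 h compound, then 30 min agonist, 37 °C | detection = automated 10x imaging of fixed Hoechst-stained cells | read-out basis = nuclear versus cytoplasmic GR-EGFP signal, averaged per well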
Ins promoter up – insulin promoter activators in MIN6 cells, imaging, high-content screening, mouse beta cells | MIN6 insulin promoter-GFP reporter; stronger effect = higher value | z-score at 5 µM | 0.3% of 190,000 active | AID 1625, 2009;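 active = z-score above 3 at 5 µM with at least 500 cells counted in the well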
WT yeast gro inh – growth inhibition of WT strain, primary screen, mitochondrial fusion inhibitor project, WT and mutant strains, chemical genetic. mitochondrial fusion phenotypic screen. inhibition, % at 10 µM. 2.1% of 190,000 active. AID 1362, 2008; in the data active = inhibition above about 58%; tested in S. cerevisiae
Autophagy mod – autophagy modulators in MEF cells, primary screen, imaging, high-content, MEF GFP-LC3; MEF GFP-LC3 puncta imaging; test concentration mostly 10 µM; calls only at 10 µM (by protocol); 0.98% of 190,000 active; AID 463193, 2010;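 active = percentage of spot-positive cells more than 3 SD above its plate mean, without a fluorescence outlier flag or 80% toxicity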;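 also: spot-positive cell cutoff set from DMSO-treated cells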
MT stabilizer – microtubule stabilizers in HeLa cells, primary screen, imaging, high-content imaging; % tubulin-high responders, % at 10 µM; 0.83% of 200,000 active; HeLa tubulin immunostaining HCS, 24 h; share of cells brighter than vehicle mean+2SD;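 active = plate Z-score above 3 for both tubulin-high and condensed-nucleus cell shares, with cell loss under 80%, at 10 µM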;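 also: anti alpha tubulin signal scored within the nucleus-defined area of each cell; some results filed as inactive read as strong as hits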
bCat nuc transl – modulators of beta-catenin nuclear translocation, primary screen, imaging, HeLa cells, immunofluorescence, high-content. nuclear translocation activity, % at 5 µM. 0.3% of 190,000 active;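 active = nuclear translocation activity above 50% at 5 µM, with a well cell count of 50 or more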;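 also: per-cell ratio of nuclear to cytoplasmic median beta-catenin stain intensity; plate controls were DMSO negative control for no effect and GSK-3 inhibitor IX positive control for full effect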
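Signal – beta-catenin immunofluorescence imaging with DAPI · Test system – human HeLa cell line · Dosing – 5 µM primary single dose, 0.1% DMSO, 0.02–20 µM confirmation series · Measure – % activation, nuclear-to-cytoplasmic median beta-catenin signal ratio per cell · Incubation – 24 h compound exposure at 37°C, 5% CO2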
CSM14.1 death rescue – rescue of cells from ER stress-induced death, primary screen, 384-well, CSM14.1, thapsigargin, ATP luminescence (AID 1222). CSM14.1 thapsigargin-induced death rescue, ATP luminescence; higher % means a stronger effect. one-dose cellular ATP content (survival), % at 20 µM; EC50 in µM for titrated hits. 190,000 tested, under 10 active;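 active = EC50 below 50 µM in the dose-response confirmation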;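 also: death triggered by thapsigargin at about 15 µM added after 2 h compound pretreatment; cell ATP read after overnight thapsigargin exposure of roughly 18 to 22 hours; normalized against plate controls of thapsigargin alone and 5% DMSO vehicle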
WT yeast gro inh mutant strain – further read-out of WT yeast gro inh, marked with its call; inhibition, %; mitochondrial fusion phenotypic screen, mutant strain inhibition
Dynein cargo inh cytoplasmic EGFP – recorded beside Dynein cargo inh, whose call it bears; z-score; measured here: cytoplasmic GR-EGFP intensity; stronger effect = higher value
Dynein cargo inh nuclear GR-EGFP – further read-out of Dynein cargo inh, marked with its call; z-score; measured here: nuclear GR-EGFP intensity;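 lower value marks the stronger effect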
Dynein cargo inh cell count – also measured in Dynein cargo inh; calls as there; z-score; measured here: cell count per field
Ins promoter up cell count – also measured in Ins promoter up; calls as there; cell count; measured here: cytotoxicity, nuclei count;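 total cells summed across four imaged fields per well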
Hep lipid drop cells 6.5 µM – second read-out of Hep lipid drop, no call of its own (marks repeat the call); cell count; measured here: cell count, cytotoxicity flag;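 cells counted across two imaged fields per well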
bCat nuc transl cell count 5 µM – further read-out of bCat nuc transl, marked with its call; cell count; measured here: cell count, cytotoxicity flag
MT stabilizer Hoechst-high % – recorded beside MT stabilizer, whose call it bears; % Hoechst-high responders; measured here: nuclear condensation Hoechst responders;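 share of cells brighter than vehicle mean plus two SD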
MT stabilizer cytotoxicity % – further read-out of MT stabilizer, marked with its call; toxicity, %; measured here: cytotoxicity by cell density;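 0% = mean cell density of plate MIN control wells and 100% = no cells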
Autophagy mod cell loss 18 h – second read-out of Autophagy mod, no call of its own (marks repeat the call); toxicity, %; measured here: cell loss, nuclei count;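 cell loss after 18 h compound exposure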
Numbers without * were called inactive; i = inactive; nt = no result given.

SMILES	XIAP antagonists	Hep lipid drop	Hep lipid drop cells 6.5 µM	Dynein cargo inh	Dynein cargo inh cytoplasmic EGFP	Dynein cargo inh nuclear GR-EGFP	Dynein cargo inh cell count	Ins promoter up	Ins promoter up cell count	WT yeast gro inh	WT yeast gro inh mutant strain	Autophagy mod	Autophagy mod cell loss 18 h	MT stabilizer	MT stabilizer Hoechst-high %	MT stabilizer cytotoxicity %	bCat nuc transl	bCat nuc transl cell count 5 µM	CSM14.1 death rescue
CCn1cc(C(=O)NP(=O)(Nc2ccc(C)cc2)Nc2ccc(C)cc2)c2ccccc21	nt	-9.7	735	-0.899	-0.259	-0.294	0.461	-0.04	1423	nt	nt	nt	nt	nt	nt	nt	-3.6	1196	nt
CCOC(=O)c1cc(C#N)c(N2CCN(C(=O)c3cccc(C(F)(F)F)c3)CC2)nc1C(F)(F)F	nt	-27.4	647	-0.719	-0.259	-0.359	0.56	-1.73	1299	nt	nt	nt	nt	nt	nt	nt	-2.9	1302	nt
CCN(CC)c1ccc(/C=C2\C(=O)N(c3nnc(C)c(=O)[nH]3)N=C2C)cc1	nt	0.1	694	-0.266	-0.143	0.337	-0.383	0.7	1039	nt	nt	nt	nt	nt	nt	nt	19.0	678	nt
CCSc1nnc(NC(=O)C2CCN(S(=O)(=O)c3c(C)c(C)cc(C)c3C)CC2)s1	-0.2%	-32.2	564	1.55	-0.259	0.576	-0.929	-0.27	1219	19.9	-13.2	i	8.6	5.4	2.2	0.1	-2.7	520	6.0%
N#CC1=C(N)N(c2ccc(F)cc2)C2=C(C1c1ccc(O)cc1)S(=O)(=O)CC2 (stereo not drawn)	-1.4%	-1.0	682	0.249	-0.199	0.0311	-0.207	2.27	1157	20.7	5.2	i	-2.6	12.8	1.9	8.9	4.2	1064	0.4%
COCCNC(=S)N(c1ccccc1)C(C)C	-7.9%	0.8	673	0.541	-0.293	0.469	-0.506	-0.53	1540	-8.5	4.8	i	28.0	3.4	1.4	10.2	4.3	879	0.3%
CC1CN(C(=O)c2ccccc2C(=O)c2ncc[nH]2)CC(C)O1 (stereo not drawn)	-1.9%	nt	nt	1.72	-0.244	0.973	-0.417	0.18	1356	3.8	0.9	i	-43.4	6.6	2.4	17.4	-1.2	720	0.3%
COc1ccc(-c2noc(CCC(=O)Nc3cc(OC)ccc3OC)n2)cc1	-6.6%	0.3	792	0.656	-0.278	0.856	0.474	-0.04	1001	24.6	39.0	i	-2.5	2.6	2.0	7.5	nt	nt	0.0%
COc1ccc(CCNC(=O)NC2CCCCC2)cc1OC	-3.4%	-23.8	654	0.117	-0.253	0.0246	-0.51	-1.03	1165	3.0	10.3	i	2.0	2.7	1.7	23.5	0.6	1034	nt
S=c1[nH]nc([C@@H]2C[C@H]2c2ccccc2)n1-c1ccccc1	-1.2%	6.9	708	1.31	-0.184	0.758	-0.739	-0.02	1409	13.3	1.2	i	3.3	1.6	1.9	6.7	-2.3	979	16.1%
N/C(=N\NC(=O)c1cccs1)c1cc2ccccc2oc1=O	-2.4%	-1.5	669	1.32	-0.318	0.792	0.542	-0.06	1442	11.6	1.3	i	8.5	3.7	1.4	3.3	-0.9	1027	2.6%
O=C(Nc1ccccc1)N(C1=NCCCCS1)c1ccccc1	-4.5%	0.3	779	-0.605	-0.195	-0.179	1.04	0.66	750	-0.7	-2.5	i	-22.9	2.1	1.8	5.4	-1.5	1036	-0.4%
O=C(c1ccc(N2CCCCC2)c([N+](=O)[O-])c1)N(Cc1ccccc1)c1ccccn1	0.9%	nt	nt	-0.689	-0.186	-0.386	0.437	-0.32	1629	41.0	30.7	i	3.3	0.3	1.1	3.9	0.8	1394	-0.7%
Cc1cc(Oc2ccc(=O)n(C)n2)nc(Oc2ccc(=O)n(C)n2)n1	-3.2%	-0.3	761	-0.945	0.0129	-0.116	0.511	0.06	1203	6.2	-3.9	i	18.5	4.0	2.7	5.3	2.0	1129	-0.9%
Cc1cnc(N)c2c(=O)oc3ccccc3c12	-2.6%	nt	nt	0.84	-0.0438	0.805	-0.507	-0.74	917	14.9	9.1	i	7.8	4.3	2.5	7.8	nt	nt	-1.1%
Cc1cc(C)n2nc3nc(N4CCCCC4)nc(-c4ccco4)c3c2n1	2.6%	24.7	678	nt	nt	nt	nt	nt	nt	-3.4	-8.9	nt	nt	nt	nt	nt	0.5	969	-2.6%
CCCN(CCC)S(=O)(=O)c1ccc(C(=O)O)cc1	-18.7%	9.8	710	-0.708	-0.159	0.205	0.432	nt	nt	-13.2	-9.7	i	22.6	2.4	1.4	8.2	0.6	534	-2.7%
CNc1nnc(-c2cccc(N(C)C)c2)s1	-0.8%	-5.6	715	-0.271	-0.223	0.531	0.548	-0.1	1320	1.2	-6.7	i	-1.7	1.4	2.8	16.4	-1.2	1081	nt
O=C(NCc1ccccc1)C1CC2CCCC(C1)C2=O (stereo not drawn)	-5.0%	-1.7	753	-0.8	-0.229	-0.359	-0.166	1.03	1288	-8.2	1.7	i	-0.6	4.2	1.8	9.2	-1.6	1186	-1.5%
O=C(CCNS(=O)(=O)c1cccc2nonc12)NC1CCCCC1	-2.5%	0.0	687	-1.1	-0.33	-0.744	0.0995	-0.59	1238	-8.7	8.2	i	-12.5	4.1	1.7	7.8	-0.9	1152	-1.8%
OCCNc1ncnc2c1c(-c1ccccc1)c(-c1ccccc1)n2Cc1ccco1	-4.3%	8.6	773	-0.104	-0.249	0.00779	0.366	-0.8	957	2.9	-0.2	i	-3.2	3.5	2.1	5.0	-2.6	1262	-0.9%
COc1ccc(NC(=S)NCCC2=CCCCC2)cc1OC	-5.4%	8.1	727	2.07	0.0468	1.66	-2	0	1502	25.9	18.7	i	18.8	1.4	2.3	3.7	-2.0	1121	-1.0%
COCCNC(=O)C(=O)NCC1OCCCN1S(=O)(=O)c1cccs1 (stereo not drawn)	-6.2%	-11.3	750	-0.561	-0.297	-0.654	1.01	0.03	1051	-10.1	-6.3	i	1.7	1.2	3.0	4.0	-0.6	913	-3.9%
CC(OC(=O)C1=COCCO1)C(=O)Nc1cccc(S(=O)(=O)N2CCOCC2)c1 (stereo not drawn)	nt	-12.8	748	-0.284	-0.157	-0.119	0.237	-0.33	1154	nt	nt	nt	nt	nt	nt	nt	-1.2	1366	nt
CCOc1cccc(NC(=O)CC#N)c1	-13.4%	4.9	769	1.21	-0.001	0.476	1.12	-0.1	1281	-7.3	-6.2	i	4.6	2.8	1.9	2.2	nt	nt	-0.9%
O=C(Nc1ccc2ccccc2c1)c1cccnc1	-5.4%	nt	nt	-0.389	-0.229	-0.14	-0.271	-1	1031	4.3	-2.1	i	10.6	4.6	2.5	11.4	2.6	734	-1.9%
O=C1CSC2=NCN(c3ccc4c(c3)OCO4)CN12	-6.2%	0.3	741	0.171	-0.332	0.247	-0.327	0.05	864	-8.7	-16.8	i	1.9	6.2	4.8	7.8	-5.4	1158	-2.5%
O=c1oc2cc(Oc3c([N+](=O)[O-])cc(C(F)(F)F)cc3[N+](=O)[O-])ccc2c2c1CCCC2	-4.1%	nt	nt	-3.78*	0.569*	-1.74*	0.627*	0.03	1716	62.2*	54.0*	i	13.3	2.9	1.6	1.0	0.9	1319	0.6%
CC(=O)NCCNC(=O)CNC(=O)c1ccc(Cl)cc1	-1.6%	32.0	631	0.656	-0.249	0.27	0.287	-0.28	1562	-16.4	-18.7	i	7.2	2.2	1.7	6.2	0.5	1085	-1.8%
CC(=O)Nc1ccc(C(=O)OCc2ccccc2Br)cc1	-18.1%	3.3	655	-0.259	-0.328	-0.141	-0.178	0.25	1685	75.7*	52.2*	i	-11.7	4.2	2.0	10.4	-1.5	1073	1.1%
O=C(CN1CCc2ccccc2C1)c1cccs1	-3.7%	nt	nt	0.0631	-0.133	0.0219	0.76	nt	nt	22.0	-0.1	i	-3.0	1.5	1.8	2.4	-4.1	1021	0.5%
OCc1ccnc(Cl)c1	-7.7%	-2.1	537	-0.899	-0.159	-0.204	0.656	0.41	1395	-3.2	23.4	i	27.7	3.2	1.8	3.4	-6.5	555	-0.6%
O=P(Cc1ccccc1)(c1ccccc1)c1ccccc1	-3.8%	-0.2	659	0.448	-0.174	0.292	-0.546	0.76	1459	6.0	-1.8	i	5.6	8.7	1.3	5.8	0.5	1050	-0.5%
Cc1cc[n+](-c2[nH]c(=O)sc2/C=N/NC([S-])=Nc2ccccc2)cc1C	6.5%	-1.9	666	1.34	-0.189	1.47	-2.16	-0.13	1504	19.3	-6.2	i	22.0	6.4	2.7	5.6	4.1	1183	1.5%
COC(=O)c1cc2sccc2n1Cc1nc(-c2ccc(OC)cc2)oc1C	-3.4%	nt	nt	-1.04	-0.326	-0.374	0.572	-0.06	1174	32.7	27.9	i	-2.6	6.0	4.1	9.4	nt	nt	-1.4%
